Screens deposited in PubChem BioAssay by National Center for Advancing Translational Sciences (NCATS).
A549 tox – A549 cytotoxicity, counter-screen for Nrf2 inhibitors; Potency, µM (titrated, usually from 46 µM), for the others: top-dose activity change, negative = cytotoxicity, usual class: inhibitors; A549 ARE-Fluc cells, CellTiter-Fluor viability, 18-24 h; 0.16% of 390,000 active; AID 504648; also: potency is read from the fitted curve at half-maximal effect; % is scaled to controls: 0 for no effect and ±100 for the full control effect
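Cytotoxicity counterscreen: CellTiter-Fluor fluorescence was measured in A549 ARE_Fluc cells after 18-24 h of compound exposure in a concentration series. The subsequent BugLite luminescent read reports ARE-luciferase activity.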
ATXN2 expr inh – ATXN2 expression inhibition; HEK-293 ATXN2-luciferase reporter, luminescence, 24 h; AID 1745845; Potency, µM (doses to about 57 µM), for inactives: at the highest dose activity change, negative = inhibition, usual class: inhibitors; 0.72% of 360,000 active; also: potency is read from the fitted curve at half-maximal effect; % is scaled to controls: 0 for no effect and ±100 for the full control effect; nearly all actives have a fitted effect of over 55% in size
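ATXN2-luciferase reporter cells (luciferase flanked by upstream and downstream ATXN2 gene portions) were treated 24 h at 37 °C with compounds at up to 57 uM. SteadyGlo luminescence gave expression; GF-AFC fluorescence gave viability.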
MCF10A rereplic – DNA re-replication induction in MCF 10a cells; MCF 10A DNA re-replication, Hoechst nuclear intensity, 48 h; Potency, µM (top dose mostly 46.1 µM), inactives show top-dose activity, positive = re-replication, actives largely listed as activators; 2.9% of 350,000 active; also: potency is read from the fitted curve at half-maximal effect; % of control where 0% means no effect; nearly all actives have a fitted effect of over 50% in size
TGFb inhibitor – inhibitors of TGF-b signaling; Potency, µM (doses to about 46.1 µM), inactives show top-dose activity, negative = inhibition, hits mostly inhibitors; 1.2% of 410,000 active; AID 588855; HepG2 CAGA-GFP TGF-b/SMAD3 reporter, GFP fluorescence, 18 h; TGF-beta stimulated, 500 pg/mL final; also: potency is read from the fitted curve at half-maximal effect; % is scaled to controls: 0 for no effect and ±100 for the full control effect; nearly all actives have a fitted effect of over 65% in size
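First, reporter cells (HEPG2 CAGA-GFP) rested 2 h at 37 degrees C. Next, compounds were pinned in and TGF-beta added to 500 pg/mL final. After 18 h, GFP was imaged per cell and summed per well.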
Nrf2 block – inhibitors of Nrf2 signaling | Potency, µM (doses to about 46 µM), for inactives: at the top dose activity change, negative = inhibition, most hits filed as inhibitors | 2.1% of 360,000 active | A549 ARE-Fluc reporter, luciferase luminescence, 18-24 h; also: potency is read from the fitted curve at half-maximal effect; % is scaled to controls: 0 for no effect and ±100 for the full control effect; nearly all actives have a fitted effect of over 60% in size
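Reporter: ARE-Fluc in A549. Exposure: 18-24 h, 37 °C, 5% CO2, 5% FBS OPTI-MEM. Readouts: fluorescent cytotoxicity (CellTiter-Fluor), then luminescent Nrf2 signal after BugLite.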
IL-1B inflam inh – blocks inflammasome-driven IL-1 beta release | 4.7% of 360,000 active | THP-1 LPS/ATP IL-1B secretion, AlphaLISA, 16 h; active compounds read low | activity change, % at 57.5 µM; in the data active = activity change below about -50%; inconclusive = mostly about -30% to -49%; also: % is scaled to controls: 0 for no effect and ±100 for the full control effect
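THP-1 cells pretreated 1 hr with compounds (up to 57.5 uM final), then stimulated with LPS (250 ng/mL final) plus ATP (1.25 mM final); secreted IL-1B measured by AlphaLISA after 16 hr, decreased signal indicating inhibition.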
S2 tox – reduces viability in counter-screen for ATXN expression inhibitors | S2 cells (HEK-293 line with an ATXN2-luciferase reporter) viability, CellTiter-Fluor protease fluorescence, 24 h | Potency, µM (doses to about 56.7 µM), usual class: cytotoxic | 0.49% of 400,000 active; also: potency is read from the fitted curve at half-maximal effect; nearly all actives have a fitted effect of over 40% in size
HepG2 tox – counter-screen for TGF-b inhibitors: cytotoxicity in HepG2 cells | 0.76% of 410,000 active | HepG2 CAGA-GFP viability, ATP luminescence, 18 h | AID 588856 | Potency, µM (doses to about 46.1 µM), for inactives: at the top dose activity change, negative = cytotoxicity, most hits filed as cytotoxic; also: potency is read from the fitted curve at half-maximal effect; some results filed as inactive show a strong effect at the top dose
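CellTiter-Glo luminescence gave cytotoxicity after 18 hours at 37 degrees C. The cells were HepG2 CAGA-GFP in 1% FBS DMEM, stimulated with 500 pg/mL TGF-beta after compound addition. %Activity was normalised to no-cell wells (complete cell-killing) and DMSO (no toxicity), and curves were fitted and classified.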
Nrf2 activator – activates Nrf2 signaling; AID 624171; AREc32 ARE-luciferase reporter (MCF7-derived line), luminescence, 24 h; 0.31% of 410,000 active; Potency, µM (highest dose often 46.1 µM), for the others: at the top dose activation, most hits filed as activators; also: potency is read from the fitted curve at half-maximal effect; % of control where 0% means no effect; nearly all actives have a fitted effect of over 65% in size
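Nrf2 activation is followed as ARE-luciferase induction in the AREc32 line after one day of compound treatment; luminescence is read with Steady-Glo.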
* marks the source's active call; other numbers are inactive results; i = inactive; ? = inconclusive; . = not tested or not shown; [ ] = another dose, or the depositor's remark. Unless noted, calls follow the shape of the dose curve; as a rule, active = well fitted curve in the direction sought with a large enough effect; inconclusive = small, poorly fitted or top-dose-only effect, or another doubt; inactive = no such curve, though single readings can be large; an effect the other way counts as inactive or inconclusive.

#	structure	A549 tox	ATXN2 expr inh	MCF10A rereplic	TGFb inhibitor	Nrf2 block
1	CCOc1cc(Br)cc(/C=N/NC(=O)c2cccnc2)c1O	-5%	?	?	?	-14%
2	CN1CCc2c(sc(NC(=O)c3ccc(S(=O)(=O)N4CCCC4)cc3)c2C(N)=O)C1	-3%	-27%	14%	-13%	5%
3	O=C(NCCCN1CCCC1=O)C1CCN(S(=O)(=O)N2CCOCC2)CC1	0%	7%	0%	1%	2%
4	O=C(Nc1ccc(F)cc1)C1CCCN(C2=NS(=O)(=O)c3ccccc32)C1 (stereo not given)	-4%	2%	-6%	-3%	-9%
5	CCOC(=O)CCc1c(C)c(C#N)c2nc3ccccc3n2c1-n1cnc2ccccc21	10%	-13%	?	-11%	7%
6	CN[C@@H](C)C(=O)NC[C@H]1O[C@@H](n2cnc3c(N)ncnc32)[C@H](O)[C@@H]1O	-6%	-2%	-1%	17%	-5%
7	COC(=O)c1c(C(=O)OC)c(-c2ccc(C)cc2)n2c1CS(=O)(=O)C2	-20%	-5%	1%	16%	-5%
8	CNC(=S)NNC(=O)Cn1ccc(C)n1	3%	6%	-4%	?	-1%
9	Cc1ccc2c(c1)N(CC(=O)NCc1cccs1)C(=O)CO2	2%	6%	-5%	4%	-24%
10	CCOC(=O)c1ccc(N=Cc2nc3ccccc3n2C)cc1	-4%	21%	13%	1%	7%

#	IL-1B inflam inh	S2 tox	HepG2 tox	Nrf2 activator
1	191	?	-27%	0.3%
2	0	i	-3%	0.4%
3	-2	i	-62%	0.6%
4	24	i	4%	0.1%
5	0	i	-8%	-0.5%
6	27	i	-3%	-0.7%
7	15	i	10%	-0.7%
8	0	i	-2%	-0.7%
9	0	i	0%	-0.2%
10	-14	i	11%	3.8%

Next section
#	structure	A549 tox	ATXN2 expr inh	MCF10A rereplic	TGFb inhibitor	Nrf2 block
11	O/N=C(\c1ccccc1)c1nccc2ccccc12	-3%	.	-2%	-2%	5%
12	Cc1cc(C)cc(Cn2cc(CN3CC(N4CCN(Cc5ccccc5F)CC4)CS3(=O)=O)nn2)c1 (stereo not given)	.	-12%	.	.	.
13	COc1ccc(Cl)cc1-c1n[nH]c(=S)n1Cc1ccccc1	-1%	-8%	-1%	2%	2%
14	O=C(CSc1ccccc1F)NC1CCS(=O)(=O)C1 (stereo not given)	2%	3%	-27%	-20%	-1%
15	CC1CN(CCCOc2ccccc2-c2ccccc2)CC(C)O1 (stereo not given)	0%	-33%	?	-3%	-8%
16	Cc1oc(-c2ccc(Cl)cc2)nc1Cn1c(=O)cc(C)c2c(C)nn(-c3ccccc3)c21	-1%	2%	.	2%	?
17	Cc1ccc(-c2noc(CSc3nnnn3C3CCCCC3)n2)cc1	9%	-4%	20%	-37%	-19%
18	Nc1nc(SCc2ccc(F)cc2)n[nH]1	-3%	14%	-1%	0%	4%
19	Cn1c(N)c(C(=O)COC(=O)c2ccc(Cl)c(S(=O)(=O)N3CCCCC3)c2)c(=O)n(C)c1=O	-9%	1%	?	?	7%
20	Nc1nc2ccccc2n1S(=O)(=O)c1ccccc1	.	-7%	.	-19%	.

#	IL-1B inflam inh	S2 tox	HepG2 tox	Nrf2 activator
11	15	?	4%	-0.4%
12	14	i	.	3.9%
13	53	i	0%	-0.5%
14	-10	i	-6%	-0.5%
15	-6	i	-12%	2.8%
16	.	i	1%	0.1%
17	9	i	-24%	-0.1%
18	-4	i	2%	0.1%
19	1	i	-2%	0.0%
20	14	i	-19%	-0.5%

Further entries follow:
#	structure	A549 tox	ATXN2 expr inh	MCF10A rereplic	TGFb inhibitor	Nrf2 block
21	CCCCCN1C(C)=CC(=C(C#N)C#N)C=C1C	-4%	-29%	-6%	1%	-23%
22	O=C(Nc1ccc(N2CCOCC2)cc1N1CCOCC1)c1ccc(Cl)cc1	-2%	-9%	16%	?	-3%
23	CC1(C)Cc2c(C#N)c(N3CCN(C(=O)c4ccco4)CC3)nc(-c3ccco3)c2CS1	-5%	-6%	?	-1%	?
24	COc1ccc(C(=O)COC(=O)/C=C/c2ccc(S(=O)(=O)Nc3cccc(S(N)(=O)=O)c3)cc2)cc1	-1%	.	?	?	2%
25	COc1ccc2nc(Cl)c(C=O)c(N3CCOCC3)c2c1	.	.	.	0%	.
26	C(=N\Nc1ccccn1)/c1cccnc1	2%	.	-11%	13%	3%
27	CC(/C=N/NC(=O)Cn1cnc2c1c(=O)n(C)c(=O)n2C)=C\c1ccco1	-16%	-12%	0%	-24%	0%
28	Cc1cc(C)cc(NC(=O)C2CCCC2)c1	1%	12%	0%	6%	13%
29	O=C(CCCSc1nc2ccccc2[nH]1)NCc1ccco1	-4%	5%	5%	-6%	11%
30	C=CCNc1nnc(SC2CC(=O)N(c3ccc(OCCC)cc3)C2=O)s1 (stereo not given)	4%	8%	?	?	-1%

#	IL-1B inflam inh	S2 tox	HepG2 tox	Nrf2 activator
21	16	?	-18%	-0.1%
22	0	i	-2%	0.0%
23	-4	i	-24%	2.3%
24	-26	i	-21%	0.2%
25	5	i	-16%	-0.5%
26	41	i	1%	?
27	18	i	6%	?
28	-7	i	-19%	0.2%
29	-9	i	-3%	3.7%
30	9	i	-67%	2.5%

(continued)
#	structure	A549 tox	ATXN2 expr inh	MCF10A rereplic	TGFb inhibitor	Nrf2 block
31	CSc1ccc(C2C(C#N)=C(N)Oc3c2ccc(=O)c2c(C)oc(C)c32)cc1 (stereo not given)	-6%	-22%	18µM*	75%[activator]	.
32	COc1ccccc1CNC(=O)C(=O)NCC(c1cccnc1)N1CCN(c2ccc(F)cc2)CC1 (stereo not given)	?	-14%	.	?	21µM*
33	O=C(Nc1ccccc1Cl)N1CCn2c(nc3ccccc32)C1	17%	2%	0%	?	?
34	CCOc1ccccc1NC(=O)CSc1ncc(S(=O)(=O)c2ccc(C(C)(C)C)cc2)c(=O)[nH]1	1%	.	.	?	9%
35	COC(=O)c1cn(NC(=O)C2CCCO2)c(=O)c2ccccc12 (stereo not given)	1%	-4%	-2%	-11%	19%
36	Cc1ccc(NC2CCCN(C(=O)c3cc4ncccn4n3)C2)cc1C (stereo not given)	-13%	2%	11%	3%	-7%
37	COc1cccc(CNc2nc3cc(-c4cccc(Cl)c4)sc3c(=O)n2C)c1OC	.	0%	.	?	.
38	C[C@H]1CN([C@@H](C)CO)C(=O)Cc2cc(NC(=O)CCC(F)(F)F)ccc2O[C@H]1CN(C)CC1CC1	-6%	9%	?	5%	5%
39	CCC(=O)Nc1ccc(S(=O)(=O)Nc2c(NC)c3ccccc3oc2=O)cc1	3%	4%	1%	-1%	-12%
40	CCOc1ccc(NC(=O)C2CCCN(S(=O)(=O)c3ccc(-n4cnnn4)cc3)C2)cc1 (stereo not given)	2%	1%	4%	-1%	-17%

#	IL-1B inflam inh	S2 tox	HepG2 tox	Nrf2 activator
31	-8	i	-11%	?
32	.	i	-38%	0.0%
33	-5	i	4%	1.3%
34	.	.	-55%	0.0%
35	-3	i	-15%	-1.1%
36	6	i	-5%	-0.4%
37	-20	i	-22%	15%
38	12	i	5%	-0.8%
39	22	i	1%	-0.1%
40	74	i	6%	-0.1%

A different layout for 8 compounds above:
Sequence of screens – A549 tox | ATXN2 expr inh | MCF10A rereplic | TGFb inhibitor | Nrf2 block | IL-1B inflam inh | S2 tox | HepG2 tox | Nrf2 activator
31) CSc1ccc(C2C(C#N)=C(N)Oc3c2ccc(=O)c2c(C)oc(C)c32)cc1 (stereo not given)
→ -6% | -22% | 18µM* | 75%[activator] | . | -8 | i | -11% | ?
32) COc1ccccc1CNC(=O)C(=O)NCC(c1cccnc1)N1CCN(c2ccc(F)cc2)CC1 (stereo not given)
→ ? | -14% | . | ? | 21µM* | . | i | -38% | 0.0%
33) O=C(Nc1ccccc1Cl)N1CCn2c(nc3ccccc32)C1
→ 17% | 2% | 0% | ? | ? | -5 | i | 4% | 1.3%
34) CCOc1ccccc1NC(=O)CSc1ncc(S(=O)(=O)c2ccc(C(C)(C)C)cc2)c(=O)[nH]1
→ 1% | . | . | ? | 9% | . | . | -55% | 0.0%
35) COC(=O)c1cn(NC(=O)C2CCCO2)c(=O)c2ccccc12 (stereo not given)
→ 1% | -4% | -2% | -11% | 19% | -3 | i | -15% | -1.1%
36) Cc1ccc(NC2CCCN(C(=O)c3cc4ncccn4n3)C2)cc1C (stereo not given)
→ -13% | 2% | 11% | 3% | -7% | 6 | i | -5% | -0.4%
37) COc1cccc(CNc2nc3cc(-c4cccc(Cl)c4)sc3c(=O)n2C)c1OC
→ . | 0% | . | ? | . | -20 | i | -22% | 15%
38) C[C@H]1CN([C@@H](C)CO)C(=O)Cc2cc(NC(=O)CCC(F)(F)F)ccc2O[C@H]1CN(C)CC1CC1
→ -6% | 9% | ? | 5% | 5% | 12 | i | 5% | -0.8%

The listing continues.
#	structure	A549 tox	ATXN2 expr inh	MCF10A rereplic	TGFb inhibitor	Nrf2 block
41	O=C(COC(=O)c1cccc(OC(F)F)c1)NC(=O)NC1CCCCC1	2%	6%	-3%	1%	5%
42	O=C(NCc1ccc2c(c1)OCO2)c1cc([N+](=O)[O-])ccc1N1CCCCC1	?	-17%	2.6µM*	?	-5%
43	COc1cccc(C2[C@H](C)C3(CCN2C)OCCO3)c1 (stereo not given in full)	3%	-10%	-5%	16%	-7%
44	Cc1cccc(-c2nc(C)c(CCNC(=O)C(=O)Nc3cccc(Cl)c3C)s2)c1	3%	21%	.	-2%	.

#	IL-1B inflam inh	S2 tox	HepG2 tox	Nrf2 activator
41	-14	i	6%	0.0%
42	13	?	-1%	-0.3%
43	-2	i	29%	-0.5%
44	.	i	-16%	-1.0%
